DRD3 antagonist: blocks the human D3 dopamine receptor; 2.5% of 360,000 active; max response, negative = inhibition, %; AID 652054; D3R cells, DiscoveRx beta-arrestin luminescence, antagonist mode; hits give low values; P35462; in the data active = max response below about -50%; inconclusive = no clear call, values can overlap the other calls; also: % is scaled to controls: 0 for no effect and ±100 for the full control effect; mostly tested at two doses, the higher about 12 µM
Target sequence (P35462 whole entry, looked up): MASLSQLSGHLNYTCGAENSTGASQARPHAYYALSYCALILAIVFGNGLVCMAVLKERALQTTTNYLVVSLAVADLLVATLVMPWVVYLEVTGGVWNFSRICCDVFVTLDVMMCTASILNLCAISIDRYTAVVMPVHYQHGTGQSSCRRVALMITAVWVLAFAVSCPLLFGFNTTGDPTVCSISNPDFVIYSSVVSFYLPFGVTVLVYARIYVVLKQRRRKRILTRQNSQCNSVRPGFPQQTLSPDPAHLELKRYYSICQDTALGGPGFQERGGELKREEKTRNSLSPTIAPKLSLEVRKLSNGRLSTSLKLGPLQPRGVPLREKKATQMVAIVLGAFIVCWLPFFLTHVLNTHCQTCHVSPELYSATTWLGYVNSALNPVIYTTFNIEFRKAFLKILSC
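Cells plated overnight at 1500 cells/well, then exposed to library compounds with dopamine controls for 90 minutes at 37 degrees C. DiscoveRx reagent added for 30–60 minutes at room temperature; luminescence read, quantitative HTS format.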
aSyn rescue: rescues yeast growth from alpha-synuclein toxicity. Yeast expressing alpha-synuclein, growth rescue, BacTiter-Glo, 24 h. Potency, µM (titrated, usually from 46.1 µM), inactives show at the top dose growth rescue (activation), usual class: activators. 0.14% of 370,000 active. AID 652106; also: potency is read from the fitted curve at half-maximal effect; % of control where 0% means no effect; nearly all actives have a fitted effect of over 65% in size
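Screening used galactose-induced yeast with toxic alpha-synuclein levels, exposed to compound for 24 hr at 30 deg C. Cell growth, read with BacTiter-Glo luminescence, gave the measured signal.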
Abeta yeast res: A-beta toxicity reversal in yeast. yeast expressing A-beta42, growth rescue, OD600, 48 h; response scale: 0% DMSO, 100% iron-clioquinol control. Potency, µM (highest dose often 46.1 µM), for the others: at the top dose growth rescue, actives largely listed as activators. 0.063% of 410,000 active. AID 1347071; also: potency is read from the fitted curve at half-maximal effect; nearly all actives have a fitted effect of over 55% in size
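Yeast A-beta toxicity model in growth medium with pinned compounds, 48 h at 30 C; growth read as absorbance at 600 nm. Normalized to FeCl3/clioquinol equimolar mix (positive) and DMSO (negative).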
PTHR1 ag: PTHR1 (human) receptor agonism; Q03431; HEK293 GP2 PTHR1 cells, GloSensor cAMP luminescence, 1 h; Potency, µM (top dose mostly 115 µM), inactives show top-dose activation, actives largely listed as activators; 0.075% of 410,000 active; also: potency is read from the fitted curve at half-maximal effect; nearly all actives have a fitted effect of over 55% in size; some results filed as inactive show a strong effect at the top dose; inactives centre near -15; many of its hits are not listed in these tables
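HEK-293-derived GP2 cells expressing PTHR1 and a GloSensor cAMP reporter, 3,000/well, plated overnight, given luciferin plus IBMX (each 0.5 mM as added) for 1 h at 37 °C, then compound for 1 h at 37 °C. Luminescence was read after 15 min at room temperature.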
TDP-43 yeast inh: inhibitors of TDP-43 toxicity in yeast; TDP-43 expressing yeast growth rescue, BacTiter-Glo, 24 h; Potency, µM (doses to about 46.1 µM), without a hit: at the highest dose growth rescue (activation), actives largely listed as activators; 1.8% of 410,000 active; AID 652104; also: potency is read from the fitted curve at half-maximal effect; % of control where 0% means no effect; nearly all actives have a fitted effect of over 50% in size
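Cell-based yeast growth screen: TDP-43 expression induced in galactose, inoculum OD600=0.02 after raffinose pregrowth to mid-log. Read-out BacTiter-Glo luminescence at 24 hr, 30 deg C; inhibition of toxicity seen as signal increase.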
FUS yeast rescue: FUS proteinopathy suppression in yeast. S. cerevisiae FUS-expressing, growth rescue, OD600, 24 h. Potency, µM (series often up to 76.6 µM), for inactives: at the top dose growth rescue (activation), hits mostly activators. 0.24% of 390,000 active. AID 1347120;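 also: potency is read from the fitted curve at half-maximal effect; plate controls were DMSO vehicle for no effect and reference control for full effect; nearly all actives have a fitted effect of over 55% in size; some results filed as inactive show a strong effect at the top dose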
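S. cerevisiae expressing FUS from galactose induction served as the toxicity model. Growth after 24hr at 30C, read as absorbance at 600 nm, indicates suppression of toxicity; compounds dosed at several concentrations.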
Akt phos inh: inhibitors of Akt phosphorylation | Neuro2A IGF-stimulated pAkt S473 HTRF, 20 min; hits give low values | activity change, % for hits at 50 µM | 0.32% of 360,000 active; in the data active = activity change below about -80%; inconclusive = mostly about -51% to -80%; also: % is scaled to controls: 0 for no effect and ±100 for the full control effect
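Neuro2A cells (4,500/well, DMEM with 0.5% FBS) were treated with compound at a single 50 µM final concentration, stimulated with 6 nM IGF for 20 min at 37 °C, and lysed. Phospho-Akt Ser473 was read by HTRF as 665/615 ratio ×10^4.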
GLP-1R inv ag: GLP-1 receptor (human) inverse agonism; P43220; HEK293 GLP-1R CRE-luciferase, luminescence, 24 h; GLP-1R form is constitutively active; Potency, µM (top dose mostly 38.3 µM), without a hit: at the top dose activity change, negative = inhibition, hits mostly inhibitors; 1.6% of 410,000 active; AID 624417; also: potency is read from the fitted curve at half-maximal effect; % is scaled to controls: 0 for no effect and ±100 for the full control effect; nearly all actives have a fitted effect of over 55% in size
Target sequence (P43220 whole entry, looked up): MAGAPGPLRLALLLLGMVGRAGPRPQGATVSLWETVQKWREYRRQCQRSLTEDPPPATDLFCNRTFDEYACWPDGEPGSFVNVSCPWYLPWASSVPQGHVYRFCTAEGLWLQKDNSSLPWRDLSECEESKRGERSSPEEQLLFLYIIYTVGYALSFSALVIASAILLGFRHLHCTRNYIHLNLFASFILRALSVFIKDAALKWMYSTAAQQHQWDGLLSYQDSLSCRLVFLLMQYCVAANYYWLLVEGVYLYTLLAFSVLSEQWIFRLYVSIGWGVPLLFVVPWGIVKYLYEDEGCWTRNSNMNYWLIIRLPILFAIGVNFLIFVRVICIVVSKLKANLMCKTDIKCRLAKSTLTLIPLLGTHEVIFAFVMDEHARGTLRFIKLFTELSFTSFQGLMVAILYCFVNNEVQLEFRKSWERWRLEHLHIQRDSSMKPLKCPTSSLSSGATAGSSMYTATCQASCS
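qHTS in 1536-well format: reporter HEK293 cells expressing constitutive GLP-1R activity in DMEM + 10% Nu serum, 24 hr with compounds at 37 deg C, luminescence read after 12 min with detection reagent.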
GLP-1R agonist: activates the human GLP-1 receptor | P43220 | HEK293 GLP-1R CRE-luciferase, luminescence, 4-6 h; cells express a hypersensitive GLP-1R form | Potency, µM (doses to about 45.6 µM), inactives show top-dose activation, actives largely listed as activators | 0.007% of 380,000 active | AID 624172; also: potency is read from the fitted curve at half-maximal effect; % of control where 0% means no effect
* = called active by the depositor; i = inactive; u = inconclusive; x = no result given; & = joins results of further samples; [ ] = another dose, or the depositor's remark. Unless noted, calls follow the shape of the dose curve; as a rule, active = well fitted curve in the direction sought with a large enough effect; inconclusive = small, poorly fitted or top-dose-only effect, or another doubt; inactive = no such curve, though single readings can be large; an effect the other way counts as inactive or inconclusive. An excerpt, so the mix of outcomes need not match the whole.

SMILES	DRD3 antagonist	aSyn rescue	Abeta yeast res	PTHR1 ag	TDP-43 yeast inh	FUS yeast rescue	Akt phos inh	GLP-1R inv ag	GLP-1R agonist
O=C(Cn1ncc2c3ccccc3n(Cc3ccc(F)cc3)c2c1=O)NCCC1=CCCCC1	x	x	-8%	i	0%[9.22 µM]	-15%	x	-8%	x
CCOc1ccc(CCNC(=O)C2CCN(C(=O)N(C)C)CC2)cc1OCC	-11	1%	-13%	i	-18%	5%	i	0%	-1%
COc1ccc(C(C(=O)NCC2CCCO2)N(C(=O)c2snc(C(N)=O)c2N)c2ccccc2)cc1OC (stereo not given)	6	1%	-10%	-5%	0%	28%	i	-5%	6%
O=C(/C=C/c1ccco1)N/C(=C\c1ccco1)C(=O)NCCc1nc2ccccc2[nH]1	-8	-2%	5%	-23%	-9%	x	i	2%	9%
Cc1cc(Cl)ccc1OCC(=O)N1CCN(c2ncccn2)CC1	5	7%	2%	-7%	u	-15%	i	-6%	9%
C=CCn1c(=S)[nH]c2cc(C(=O)N3CCN(c4ccccc4OC)CC3)ccc2c1=O	-1	-4%	-6%	-30%	17%	10%	i	-10%	-1%
CCN1CCN(c2ccc([N+](=O)[O-])c(Sc3nc4ccccc4[nH]3)c2)CC1	-94*	2%	-4%	-34%[inhibitor]	11%	14%	i	u	10%
S=c1[nH]nc(-c2cccnc2)n1/N=C/c1ccco1	-50*	-9%	-9%	i	19%	1%	i	11%	-1%
NS(=O)(=O)c1ccc(N=Cc2c(O)n(-c3nccs3)c(=O)c3ccccc23)cc1	-8	1%	-5%	-7%	-14%	0%	i	48%[activator]	8%
CC(=O)c1cc(-c2ccccc2)n(CCC(=O)NC(C)c2ccccc2)c1C (stereo not given)	x	x	-2%	i	9%	10%	x	2%	x
CCCc1cc(=O)oc2c(C)c(OC3CCCCC3=O)ccc12 (stereo not given)	-12	-5%	0%	i	-1%	-14%	i	-3%	2%
Cn1c(=O)n(C)c2cc([N+](=O)[O-])c(N3CCN(C(=O)c4cccc(Cl)c4)CC3)cc21	-60*	1%	-5%	i	27%	x	i	12%	2%
CC(=O)Nc1ccc2c(c1)nc(CCN1CCN(C)CC1)n2C	-13	-1%	6%	-39%[inhibitor][57.5 µM]	-18%	6%	i	6%	13%
O=C(/C=C/c1ccco1)Nc1ccc2nn(-c3ccccc3)nc2c1	22	-11%	6%	i	15%	16%	i	u	0%
CCOc1ccc(Nc2oc(-c3ccco3)nc2C#N)cc1	u	9%	9%	i	8%	6%	x	u	-29%
CCOC(=O)c1ccc(S(=O)(=O)NNC(=O)COc2ccc(C)cc2)cc1	-6	0%	0%	i	1%	6%	i	1%	-2%
NC(=O)c1ccc(NC(=O)COc2coc(CN3CCc4ccccc4C3)cc2=O)cc1	-4	-1%	9%	i	1%	36%	i	0%	1%
COc1ccc(CS(=O)(=O)/C(Cl)=C(/Cl)C(=O)Nc2ccc(OC)nc2)cc1	-51*	u	-33%[inhibitor]	-13%[57.5 µM]	13µM*	2%	i	u	-32%[inhibitor]
O=[N+]([O-])c1ccc2c(c1)ncn2-c1ccccc1	9	4%	5%	i	u	3%	i	57%[activator]	u
COc1cc(C(=O)Nc2c(C(=O)O)[nH]c3ccc(Br)cc23)cc(OC)c1OC	10	-6%	6%	i	14%	-12%	i	2%	-7%
COc1ccc(C(C)(O)c2nc(-c3ccc(N(C)C)cc3)cs2)cc1 (stereo not given)	-19	7%	27%	-35%[inhibitor]	11%	18%	i	u	13%
Cc1cc(-c2ccc(C)c(S(=O)(=O)NC(C)Cc3ccco3)c2)on1 (stereo not given)	-10	4%	-4%	i	u	14%	i	u	20%
CC(C)(C)NS(=O)(=O)c1ccc(CCC(=O)O)cc1	17	4%	19%	-20%[57.5 µM]	-19%	1%	i	-7%	-16%
NS(=O)(=O)c1cc(C(=O)N=Nc2c(O)[nH]c3ccccc23)ccc1Cl	-3	-5%	11%	-1%	1%	15%	i	34%[activator]	14%
Cc1cnc(NC(=O)CSC(=S)N2CCOCC2)s1	7	0%	-4%	i	-1%	-11%	i	-7%	7%
CC1CCCN(C(=O)c2ccc3nc[nH]c3c2)C1 (stereo not given)	-6	4%	7%	-1%[57.5 µM]	3%	4%	i	-5%	-9%
Cc1ccc(C(=O)NNC(=O)c2ccc(SCC3CCCO3)c([N+](=O)[O-])c2)cc1 (stereo not given)	-21	-7%	0%	-18%	-17%	22%	i	0%	3%
Fc1c(F)c(C(F)(F)F)c(F)c(F)c1N/N=C\c1cccs1	22	-30%[inhibitor]	11%	-15%[57.5 µM]	u	-12%	i	-1%	-2%
O=c1[nH]ncc2c3ccccc3n(Cc3ccc(F)cc3)c12	-22	-6%	-20%	-19%[57.5 µM]	-7%	-19%	i	u	0%
CCOC(=O)Cn1c(=O)n(CC2CCCO2)c2nc(-c3ccc(OC)cc3OC)nc(C(N)=O)c21 (stereo not given)	x	2%	-8%	-11%	0%	20%	x	18%	-1%
O=C(Nc1ccccc1C(F)(F)F)N1CCN(c2ccc3nnc(-c4ccc(F)cc4)n3n2)CC1	6	0%&8%	5%&-14%	i	-17%&14%	4%&30%	i	0%&-11%	-1%&6%
COc1ccc(C(=O)[C@H]2[C@H]3C(=O)N(c4ccc(OC(C)=O)cc4)C(=O)[C@H]3C3C=CC=NN32)cc1 (stereo not given in full)	-1	-2%	-9%	i	-9%	u	i	9%	1%
CCOC(=O)c1c(NC(=O)CN2C(=O)c3ccccc3C2=O)sc(Cc2ccc3c(c2)OCO3)c1C	-24	-4%	4%	i	1%	-24%	i	9%	10%
CN(C(=O)c1ccc(NC(=O)Cc2cccc(NC(=O)C3CCN(C(=O)C4CC4)CC3)c2)cc1)C1CCCC1	-12	-6%	0%	-7%	-11%	23%	i	14%	2%
O=S(=O)(NC1CCCCC1Oc1ccccc1)c1ccc(Cl)cc1 (stereo not given)	0	9%	-38%[inhibitor]	-21%	u	29%	i	u	20%
COc1ccc(C)cc1NC(=O)CN(c1ccccc1)S(C)(=O)=O	-18	-3%	7%	i	1%	5%	i	-15%	-4%
O=C(COC(=O)c1cnccn1)c1ccccc1	-10	5%	7%	-39%[inhibitor]	15%	-10%	i	3%	-1%
O=C(C1=C(O)C(=O)N(Cc2ccccc2)C1c1ccncc1)c1ccco1 (stereo not given)	-10	4%	-10%	i	3%	22%	i	7%	-13%
COc1ccc(CN2C(=O)C(C)Nc3ncnc(N4CCN(c5ccccn5)CC4)c32)cc1 (stereo not given)	-149*	12%	-3%	-17%	-14%	-10%	i	u	-3%
CC1=C(C(=O)Nc2ccccc2)C(c2ccc(C)cc2)N=C(Nc2nc3ccccc3o2)N1 (stereo not given)	-8	8%	11%	-4%[57.5 µM]	-1%	3%	i	u	-13%

Random excerpt: three records from the list.
SMILES	DRD3 antagonist	aSyn rescue	Abeta yeast res	PTHR1 ag	TDP-43 yeast inh	FUS yeast rescue	Akt phos inh	GLP-1R inv ag	GLP-1R agonist
CC(C)(C)NS(=O)(=O)c1ccc(CCC(=O)O)cc1	17	4%	19%	-20%[57.5 µM]	-19%	1%	i	-7%	-16%
CC1=C(C(=O)Nc2ccccc2)C(c2ccc(C)cc2)N=C(Nc2nc3ccccc3o2)N1 (stereo not given)	-8	8%	11%	-4%[57.5 µM]	-1%	3%	i	u	-13%
O=S(=O)(NC1CCCCC1Oc1ccccc1)c1ccc(Cl)cc1 (stereo not given)	0	9%	-38%[inhibitor]	-21%	u	29%	i	u	20%

The list continues:
SMILES	DRD3 antagonist	aSyn rescue	Abeta yeast res	PTHR1 ag	TDP-43 yeast inh	FUS yeast rescue	Akt phos inh	GLP-1R inv ag	GLP-1R agonist
O=C(NCCC(=O)N1CCN(C(=O)c2ccco2)CC1)c1ccc(Br)cc1	7	1%	6%	i	-19%	13%	i	3%	5%
CCSc1nnc(NC(=O)[C@H](C)NC(=O)c2ccccc2Cl)s1	-20	1%	-1%	i	3%	6%	i	18%	-1%
CCCc1cc2c(OC(=O)CC)c(-c3ccc(C(=O)OCC)o3)c(=O)oc2cc1OC	-2	-21%	0%	-28%	-16%	14%	i	-14%	-1%
CN(C)NC(=S)Nc1ccc(Cl)cc1	11	2%	26%	-2%[57.5 µM]	15%	-4%	i	3%	-2%
Oc1cccc(Nc2nc(N3CCOCC3)nc(N3CCOCC3)n2)c1	-17	10%	8%	-20%	19%	8%	i	u	1%
Cc1ccc(NC(=O)[C@H](CSCc2ccccc2)N2Cc3ccccc3C2=O)cc1	x	x	-1%	-58%[inhibitor]	15%	-4%	x	-19%	0%
O=C1NC[C@@H](CCCCN2C[C@H](Cc3ccc(O)cc3)N(CCC3CCCCC3)C(=O)C2=O)N(CC2CCCCC2)C1=O	-63*	0%	-11%	u	-4%	u	i	u	8%
O=C(Nc1ccc(F)c(Cl)c1)c1csc([C@H]2C[C@H](O)[C@@H](CO)O2)n1	1	-9%	-15%	-21%	19%	-9%	i	-20%	5%
CS(=O)(=O)CCC(C(=O)OCC(=O)c1ccc(Cl)cc1)N1C(=O)c2ccccc2C1=O (stereo not given)	21	-2%	10%	-3%	5%	x	i	-9%	-15%
COc1cc(OC)c(NS(=O)(=O)c2coc(C(N)=O)c2)cc1Cl	-8	20%	4%	-17%	6%	-16%	i	-1%	-4%
Cc1nnc(SCC(=O)c2ccccc2)n1Cc1ccccc1	-6	-1%	3%	-24%	22%	-1%	i	-4%	3%
C=C(C)CNC(=S)Nc1ccc(S(=O)(=O)Nc2cnc3ccccc3n2)cc1	-1	7%	-11%	i	-8%	7%	i	-3%	-4%
CCCCN1CCC(=O)NC1=O	8	7%	-6%	-14%	-15%	2%	i	5%	8%

Assay outcomes from PubChem.
